HCMV inh: blocks human cytomegalovirus replication; HFF cells, HCMV-luciferase reporter, 72 h; stronger effect = lower value; activity change, negative = inhibition, % at 57.5 µM; 410,000 tested, 4.5% active; in the data active = activity change below about -60%; inconclusive = no clear call, values can overlap the other calls; inactive = above about -39%
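Human foreskin fibroblasts infected with luciferase-reporter HCMV at MOI 1 PFU/cell, compounds at two doses. Luciferase measured 72 h post infection; normalized to buffer-only basal and Salinomycin (10uM) controls.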
Tb PYK inh: inhibitors of Trypanosoma brucei pyruvate kinase | Q57TT1 | TbPYK enzyme, Kinase-Glo Plus ATP luminescence, 45 min | Potency, µM (highest dose often 76.8 µM), for the others: at the top dose activity, negative = inhibition, usual class: inhibitors | 410,000 tested, 0.12% active; also: potency is read from the fitted curve at half-maximal effect; nearly all actives have a fitted effect of over 50% in size
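Readout: single end-point luminescence (Kinase-Glo Plus, 10 min). Reaction conditions were TbPYK/substrate plus 130 uM ADP, 45 min at RT, pH 7.2 TEA buffer. No-enzyme wells served as controls, and data were normalized before concentration-response fitting.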
AmpC inh detg: blocks E. coli AmpC beta-lactamase in detergent assay; P00811; AmpC hydrolysis of nitrocefin, absorbance 480 nm, 0.01% Triton; Potency, µM (titrated, usually from 114 µM), for inactives: top-dose activity change, negative = inhibition, most hits filed as inhibitors; 370,000 tested, 0.041% active;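 also: potency is read from the fitted curve at half-maximal effect; 0% = no-compound wells and -100% = no-enzyme wells; nearly all actives have a fitted effect of over 25% in size; some results filed as inactive show a strong effect at the top dose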
Target sequence (P00811 whole entry, looked up): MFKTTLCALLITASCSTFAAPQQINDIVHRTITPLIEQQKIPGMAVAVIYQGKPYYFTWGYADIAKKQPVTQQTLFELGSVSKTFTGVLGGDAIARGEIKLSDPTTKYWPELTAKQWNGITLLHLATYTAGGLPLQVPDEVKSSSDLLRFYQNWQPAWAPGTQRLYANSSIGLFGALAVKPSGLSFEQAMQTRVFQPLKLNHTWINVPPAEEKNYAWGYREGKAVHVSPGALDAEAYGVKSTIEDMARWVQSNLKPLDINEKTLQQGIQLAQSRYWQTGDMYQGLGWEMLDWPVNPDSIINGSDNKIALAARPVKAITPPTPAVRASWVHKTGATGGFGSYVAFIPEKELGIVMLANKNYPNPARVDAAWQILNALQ
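20 mM phosphate pH 7.0 + 0.01% (detergent screen) or 0.0001% Triton X-100; 5.3 nM AmpC reagent; cpd preinc 15 min RT; nitrocefin (800 uM stock) to start; A480 q20 s × 4 min; Activity was normalised to no-enzyme and no-compound control wells.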
LmPK inhibitor: LmPK (Leishmania mexicana) enzyme inhibition. Q27686. purified LmPK, Kinase-Glo ATP luminescence, 1 h. Potency, µM (doses to about 57.5 µM), for the others: at the highest dose activity change, negative = inhibition, actives largely listed as inhibitors. 290,000 tested, 0.37% active; also: potency is read from the fitted curve at half-maximal effect
Target sequence (Q27686 whole entry, looked up): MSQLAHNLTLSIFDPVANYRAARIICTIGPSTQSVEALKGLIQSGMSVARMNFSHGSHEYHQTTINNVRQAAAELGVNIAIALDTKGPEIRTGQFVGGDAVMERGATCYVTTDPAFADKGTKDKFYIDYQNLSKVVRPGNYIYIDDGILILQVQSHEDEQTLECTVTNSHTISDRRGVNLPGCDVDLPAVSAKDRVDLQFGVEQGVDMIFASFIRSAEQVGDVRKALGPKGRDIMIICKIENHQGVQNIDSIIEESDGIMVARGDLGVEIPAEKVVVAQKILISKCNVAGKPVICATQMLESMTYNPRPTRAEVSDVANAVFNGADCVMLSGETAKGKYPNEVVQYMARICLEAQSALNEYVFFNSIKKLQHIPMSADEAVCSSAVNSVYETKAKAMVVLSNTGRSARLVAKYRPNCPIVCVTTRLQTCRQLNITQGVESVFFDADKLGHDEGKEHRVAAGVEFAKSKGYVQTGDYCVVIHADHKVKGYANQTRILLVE
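Purified LmPK (0.1 nM) with 0.5 mM PEP and 0.1 mM ADP in imidazole buffer pH 7.2 with MgCl2/KCl, 1 h at room temperature. ATP formed was read by luciferase luminescence and normalized to no-enzyme and uninhibited controls.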
HCV inh: inhibitors of hepatitis C virus infection; Huh7.5.1 HCVcc-Cre infection, luciferase reporter, 44 h; Potency, µM (top dose mostly 41.8 µM), inactives show top-dose activity change, negative = inhibition, actives largely listed as inhibitors; 340,000 tested, 3.4% active; AID 651820; also: potency is read from the fitted curve at half-maximal effect
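A cell-based infection assay in which seeded cells (1,000 per well) receive test compound after 4 h, are inoculated with HCVcc-Cre at approximately 0.5 moi, and are incubated 44 h before luminescence detection.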
AmpC no deterg: AmpC beta-lactamase inhibition without detergent | AID 485341 | P00811 | Potency, µM (doses to about 57.1 µM), for inactives: at the highest dose activity change, negative = inhibition, actives largely listed as inhibitors | 330,000 tested, 0.52% active | AmpC nitrocefin hydrolysis, absorbance 480 nm, 0.0001% Triton;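 also: potency is read from the fitted curve at half-maximal effect; plate controls were no compound for no effect and no enzyme for full effect; nearly all actives have a fitted effect of over 20% in size; some results filed as inactive show a strong effect at the top dose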
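AmpC (5.3 nM in the dispensed reagent) in 20 mM phosphate pH 7.0 with 0.01% (detergent screen) or 0.0001% Triton X-100 was preincubated with compounds for 15 min at room temperature. Nitrocefin was then added from an 800 uM solution, and hydrolysis was followed at 480 nm.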
AMA1 RON2 block: disrupts binding of P. falciparum AMA1 to RON2; AlphaScreen AMA1-biotinylated RON2 peptide binding; Potency, µM (doses to about 58.2 µM), inactives show top-dose activity change, negative = inhibition, usual class: inhibitors; 360,000 tested, 0.2% active;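 also: potency is read from the fitted curve at half-maximal effect; 0% = vehicle wells and -100% = peptide control; nearly all actives have a fitted effect of over 45% in size; some results filed as inactive show a strong effect at the top dose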
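AMA1 (3D7) with his tag at 25 nM final met compounds first, then biotinylated RON2 peptide at 25 nM; detection used donor plus acceptor beads, 10 µg/mL apiece, read by AlphaScreen after 30 min at room temperature.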
* = called active by the depositor; ? = inconclusive; nt = no result given; & = joins results of further samples; [ ] = another dose, or the depositor's remark. Unless noted, calls follow the shape of the dose curve; as a rule, active = well fitted curve in the direction sought with a large enough effect; inconclusive = small, poorly fitted or top-dose-only effect, or another doubt; inactive = no such curve, though single readings can be large; an effect the other way counts as inactive or inconclusive. Unless noted, % is scaled to controls: 0 for no effect and ±100 for the full control effect.

Below each SMILES – HCMV inh	LmPK inhibitor	AmpC inh detg	Tb PYK inh	HCV inh	AMA1 RON2 block	AmpC no deterg
- O=C(NCCc1c[nH]c2ccccc12)C1CCN(S(=O)(=O)c2ccc(F)cc2)CC1
  13	3%	-4%	-13%	?	6%	-18%
- CCCNC(=O)C(Sc1ccccc1)c1ccccc1 (stereo unspecified)
  -4	1%	-12%	-4%	14%	28%	-18%
- COc1ccc(OC)c(N(CC(=O)N2CCCC2)S(C)(=O)=O)c1
  -12	0%	?	-6%	16%	-11%	-5%
- Cc1cccc(C)c1NC(=O)CSc1nnc(-c2ccoc2C)n1CCc1ccccc1
  17	3%	-2%	6%	1%&5%	-18%	17%
- CCCOc1ccc(/C=N/NC(=O)CSCc2ccc([N+](=O)[O-])cc2)cc1OCC
  -6	0%	-16%	-11%	14%	22%	-29%
- Cc1c(C(=O)N2c3ccccc3CC2C)oc2ccccc12 (stereo unspecified)
  134	-1%	3%	5%	?	7%	-19%
- CN(Cc1cccs1)C(=O)CSc1nnnn1C
  69	0%	-4%	1%	3%	2%	-14%
- O=C(c1cccc([N+](=O)[O-])c1)n1nc(-c2ccccc2)nc1NCc1ccccc1
  51	0%	-14%	2%	1%	10%	-18%
- N#Cc1ccc(-c2nc3ccc(Br)cn3c2Cc2cccc(F)c2)cc1
  22	nt	nt	-2%	nt	-4%	nt
- Cc1ccc2cc(CN(Cc3ccc4c(c3)OCO4)Cc3nnnn3Cc3ccco3)c(=O)[nH]c2c1C
  10	1%	0%	10%	?	-4%	-2%
- COc1cc2c(cc1OC)CN(S(=O)(=O)c1ccccc1F)CC2
  5	-1%	3%	0%	13%	2%	19%
- O=C(NCC(=O)N(Cc1ccc(F)cc1)C(C(=O)NC1CCCC1)c1ccco1)c1ccco1 (stereo unspecified)
  ?	1%	-9%	2%	?	-11%	10%
- O=C(COc1cccnc1[N+](=O)[O-])N1N=C(c2ccc(Cl)cc2)CC1c1ccco1 (stereo unspecified)
  -18	16%	2%	-1%	14%	-8%	42%
- Cc1nc(SCC(=O)O)c(C#N)c2c1CCCC2
  -19	12%	0%	-31%	11%	-7%	-34%
- Cc1cccc(N2N=C(C(=O)OCC(=O)c3ccccc3)CCC2=O)c1
  8	nt	nt	0%	17%	1%	-13%
- C#CCNc1c2c(nc3nnnn13)CCCC2
  44	4%	0%	-3%	18%	-3%	-16%
- COc1ccc(-c2cc(C(=O)Nc3ccccc3O)c3ccccc3n2)cc1OC
  -22	-3%	2%	1%	-10%	-3%	58%
- CCOc1ccc(CCNC(=O)c2ccc(CS(=O)Cc3ccc(Cl)cc3)o2)cc1 (stereo unspecified)
  -26&-33	2%	1%&-7%	10%&2%	?	0%	128%[activator]
- O=S(=O)(c1ccc(-c2n[nH]c(=S)o2)cc1)N1CCCCC1
  -24	-1%	-8%	?	15%	14%	-19%
- Cc1nn2c(-c3ccccc3)ccnc2c1Br
  -34	-5%	-8%	-4%	-24%	48%[activator]	-17%
- CCOC(=O)C1CCN(C(=O)COc2cc(C)c(Br)c(C)c2)CC1
  -34	0%	0%	-10%	20%	-8%	108%[activator]
- O=[N+]([O-])c1ccc2c(c1)C=C1CCCCC1(N1CCCCC1)O2 (stereo unspecified)
  -18	0%	-11%	-3%	15%	9%[11.6 µM]	-20%
- O=C(Nc1ccncc1)Nc1ccc(Cl)cc1
  -72*	5%	?	-18%	8%	7%	-50%
- COc1ccc(C(CNC(=O)c2oc3cc(C)c(C)cc3c2C)N2CCCCC2)cc1 (stereo unspecified)
  -16&27	2%	20%	0%&-7%	-11%	-4%	-39%
- COc1ccc(C(=O)Nc2c(N)nc(SCC(=O)NCC3CCCO3)[nH]c2=O)cc1OC (stereo unspecified)
  3	-6%	?	0%	-5%	17%	-8%
- O=C(O)c1cc(S(=O)(=O)NC2CCCc3ccccc32)ccc1O (stereo unspecified)
  43	4%	-8%	-7%	15%	5%	-29%
- Cc1nc(CSc2ccc(Br)cc2)cs1
  -12	0%	3%	0%	-4%	2%	-12%
- CCOc1cnn(-c2cc(Oc3ccc(C)cc3)ncn2)c(=O)c1Cl
  1	0%	2%	0%	-6%	9%	22%
- CCC1(c2ccccc2)C(=O)N=C(N)N(C#N)C1=O (stereo unspecified)
  ?	nt	nt	2%	16%	-14%	nt
- Cc1cccc(NC(=O)c2c(NC(=O)c3cccs3)sc3c2CCC(C)C3)c1 (stereo unspecified)
  -5	nt	19%	2%	nt	nt	nt
- Cc1ccc(O)c(Nc2ncnc3ccccc23)c1
  -37	-2%	-19%	-4%	?	2%	-21%
- CCc1ccccc1NC(=O)CN1CCN(C(=O)c2ccc(OCc3cn4ccccc4n3)cc2)CC1
  -4	nt	-20%	-3%	?	-2%	140%[activator]
- COc1ccc(NC(=O)N2CCN(S(=O)(=O)c3ccc4c(ccn4C)c3)CC2)cc1OC
  16	nt	20%	-7%	nt	nt	nt
- CC(C)(C)OC(=O)NC1CC2CCCC(C1)N2Cc1ccccc1 (stereo unspecified)
  -7	-2%	?	-2%	22%	-4%	-9%
- Cc1cc(NS(=O)(=O)c2ccc(NC(=O)Cc3ccc([N+](=O)[O-])cc3)cc2)nc(C)n1
  14	nt	nt	4%	-24%	2%	-18%
- O=C(C1CCN(S(=O)(=O)c2cccs2)CC1)N1CCN(Cc2ccccc2)CC1
  -7	0%[11.5 µM]	-14%	4%	-12%	-5%	25%
- Cc1ccn(CCSCC(=O)O)n1
  44	-7%	-18%	8%	5%	35%[activator]	-17%
- CN(CC(=O)Nc1c(Cl)cccc1Cl)CC(=O)N1CCc2ccccc21
  -8	nt	nt	-10%	nt	98%[activator]	nt
- CCOC(=O)c1ccsc1NC(=O)CCS(=O)(=O)c1ccccc1
  -1	-1%	-4%	7%	23%	-6%	-3%
- CN1CCN(NC(=O)Nc2ccc(Br)cc2Cl)CC1
  93	4%	0%	2%	-6%	-13%	39%
- O=S(=O)(c1c(F)cccc1F)N1CCN(C(=S)NCc2ccc3c(c2)OCO3)CC1
  -5	-2%	5%	-7%	-9%	-3%	-26%
- Cc1cc(N2CCCN(C)CC2)nc2cc(Cl)ccc12
  -3	2%	-13%	-3%	?	9%	28%
- C(#CC12CC3CC(CC(C3)C1)C2)CN1CCOCC1
  -1	5%	-1%	-3%	24%	8%	-1%
- Cc1ccc(CCNC(=O)C2CC(=O)N(CCc3ccccc3)C2)cc1 (stereo unspecified)
  -12&-5	-3%	-2%&7%	2%&0%	-14%	7%	40%
- COc1ccccc1CNC(=O)Cn1ncc2c3ccccc3n(Cc3ccccc3C)c2c1=O
  -8	nt	-3%	-1%	nt	nt	nt
- COc1cccc(Nc2nnc(SCc3cc([N+](=O)[O-])cc4c3OCOC4)s2)c1
  -10	6%	?	-6%	11µM*	-7%	-24%
- Cc1ccc(NC(=O)CCS(=O)(=O)c2ccc3nc(C)sc3c2)c(C)c1
  -3&1	nt	0%	-9%	nt	nt	nt
- O=C(NCc1ccc(Cl)cc1)c1cnc(N2CCOCC2)c2ccccc12
  -21	nt	5%	-6%	nt	nt	nt
- CCC1CCCCN1C(=O)COC(=O)c1cncc(Br)c1 (stereo unspecified)
  -19	nt	nt	-6%	nt	-7%	nt
- Cc1oc(-c2ccccc2Cl)nc1CSCC(=O)NC1CCCC1
  -75*	-7%	?	-8%	-12%	-3%	19%

Next part.
Below each SMILES – HCMV inh	LmPK inhibitor	AmpC inh detg	Tb PYK inh	HCV inh	AMA1 RON2 block	AmpC no deterg
- C=CCn1c(C)c(C(C)=O)c(N2CCN(C(c3ccccc3)c3ccccc3)CC2)nc1=S
  ?	10%	6%	-3%	?	-12%	143%[activator]
- CC(=O)Nc1cccc(NC(=O)c2ccccc2OCc2ccccc2)c1
  ?	0%	?	10%	?	-9%	20%
- CN1CCC(=NNC(=O)CSc2ccc(Cl)cc2)CC1
  -3	-4%	-1%	?	13%	3%	-17%
- Cc1[nH][nH]c(=O)c1C(c1ccc(Br)cc1)c1c(C)[nH][nH]c1=O
  -8	1%	5%	-2%	17%	17%	-33%
- CCOC(=O)[C@@H]1CCN(Cc2ccccc2)C[C@H]1c1ccccc1
  -37	0%	-2%	2%	-2%	-17%	8%
- Cc1cc(C)cc(NC(=O)COC(=O)Cc2ccccc2F)c1
  -16	nt	-5%	0%	3%	5%	-48%
- O=C(O)c1ccc(NS(=O)(=O)c2ccc(Cl)c(Cl)c2)cc1O
  12	18%	-11%	-4%	3%	-5%	-46%
- COc1ccc(Nc2ncc(C(=O)Nc3cc(Cl)c(OC)cc3OC)c3ccccc23)cc1
  -10	nt	-8%	3%	nt	nt	nt
- NS(=O)(=O)c1ccc(-c2c(-c3ccccc3)sc3ccccc23)cc1
  -20	nt	4%	2%	?	-11%	-15%
- CCOC(=O)c1sc(NC(=O)CSc2nncs2)c(C(=O)OCC)c1C
  ?	1%	0%	-1%	-16%	6%	-3%
- c1ccc(C2Nc3ccccc3-c3nc4ccccc4n32)cc1 (stereo unspecified)
  30	12%	1%	-1%	-27%	7%	-59%
- Cc1nn(-c2ccccc2)c2c1P(=O)(O)/C(=C1\N(C)c3ccccc3C1(C)C)C=N2
  -11	-2%	-12%	-9%	?	1%	168%[activator]
- O=[N+]([O-])c1cc2ncccc2c2ncccc12
  -29	nt	nt	1%	nt	-1%	nt
- Cc1ccc(-c2cc(C(=O)N(C)CC(=O)Nc3ccccc3Br)c3ccccc3n2)o1
  2	nt	16%	-6%	?	3%	-40%
- Cc1cccc(C(=O)NCC(c2ccco2)S(=O)(=O)c2cccs2)c1 (stereo unspecified)
  7	nt	-1%	-2%	nt	nt	nt

Compound activity: PubChem BioAssay, National Center for Advancing Translational Sciences (NCATS)
